Screens: PubChem, Sanford-Burnham Center for Chemical Genomics
tim10-1 inh: inhibits growth of tim10-1 mutant yeast | S. cerevisiae tim10-1 ts strain growth, BacTiter-Glo, 24 h | inhibition, % at 20 µM | hit rate 2.2% among 330,000 | AID 463190;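 active means inhibition of at least 40%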;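 further: mutant grown at 25 °C; 0% = DMSO wells with yeast and 100% = wells holding no yeast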
tim23-1 inh: inhibits growth of tim23-1 mutant yeast; S. cerevisiae tim23-1 growth, BacTiter-Glo luminescence, 24 h; inhibition, % at 20 µM; hit rate 1.3% among 330,000; AID 463212;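 active means growth inhibition of the mutant yeast at or above 50%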;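 further: temperature-sensitive mutant grown at 25 °C; plate controls were DMSO-treated mutant yeast for no effect and medium wells lacking yeast for full effect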
UPR CHOP act: activators of apoptotic arm of unfolded protein response (CHOP); CHO-CHOP luciferase reporter, UPR activation, luminescence; percent of tunicamycin response over DMSO baseline; AID 449763; activation, % at 10 µM; hit rate 0.34% among 330,000;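 active means at 10 µM dose, activation of 40% or more, normalized to positive control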;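 further: 100% = tunicamycin at 10 µg/mL and 0% = DMSO alone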
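System: CHO-CHOP luciferase reporter cell line; amount: 500 cells/well; buffer or medium: F12 medium containing 10% fetal bovine serum; incubation: 6 h compound exposure at 37 °C after overnight seeding; measured by: luciferase luminescence after 10 min with Steady-Glo reagent; evaluation: % reporter activation, DMSO baseline versus tunicamycin full activation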
Mdm2-MdmX inh: human Mdm2/MdmX binding inhibition. O15151+Q00987. SaOS-2 split-luciferase Mdm2/MdmX complementation, luminescence. inhibition, % at 8 µM. hit rate 3% among 330,000. AID 485346;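 active means inhibition of at least 50% at 8 µM in the primary screen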
Target sequence (O15151 whole entry, looked up): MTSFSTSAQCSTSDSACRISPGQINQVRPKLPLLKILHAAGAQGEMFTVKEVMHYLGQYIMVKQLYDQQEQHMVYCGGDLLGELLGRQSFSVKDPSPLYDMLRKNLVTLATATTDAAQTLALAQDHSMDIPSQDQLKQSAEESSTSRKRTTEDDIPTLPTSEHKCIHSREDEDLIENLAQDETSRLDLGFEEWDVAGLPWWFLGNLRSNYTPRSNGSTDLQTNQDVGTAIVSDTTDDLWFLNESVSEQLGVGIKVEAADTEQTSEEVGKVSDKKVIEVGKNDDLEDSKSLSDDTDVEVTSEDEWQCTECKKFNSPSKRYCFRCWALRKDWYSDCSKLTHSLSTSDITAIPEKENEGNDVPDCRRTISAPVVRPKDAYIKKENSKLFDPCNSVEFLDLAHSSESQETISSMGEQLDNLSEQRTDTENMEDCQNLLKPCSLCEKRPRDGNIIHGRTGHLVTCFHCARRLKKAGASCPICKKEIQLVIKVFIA
Target sequence (Q00987 whole entry, looked up): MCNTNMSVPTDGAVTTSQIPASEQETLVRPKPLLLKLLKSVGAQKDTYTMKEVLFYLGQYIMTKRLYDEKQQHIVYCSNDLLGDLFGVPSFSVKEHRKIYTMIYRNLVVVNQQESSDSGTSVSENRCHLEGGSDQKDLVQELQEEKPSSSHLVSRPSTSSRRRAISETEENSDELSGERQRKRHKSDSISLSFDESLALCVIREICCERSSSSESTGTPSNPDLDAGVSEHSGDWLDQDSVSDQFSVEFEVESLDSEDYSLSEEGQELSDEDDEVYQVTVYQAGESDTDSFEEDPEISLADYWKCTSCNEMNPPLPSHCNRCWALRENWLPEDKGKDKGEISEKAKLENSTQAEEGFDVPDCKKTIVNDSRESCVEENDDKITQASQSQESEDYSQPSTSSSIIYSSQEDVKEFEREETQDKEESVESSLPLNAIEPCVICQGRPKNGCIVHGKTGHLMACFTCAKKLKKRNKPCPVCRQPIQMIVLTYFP
Jurkat NFkB inh: inhibitors of the PMA/ionomycin-induced NF-kB reporter in Jurkat cells; hit rate 0.53% among 330,000; AID 435003; inhibition, % at 4 µM; PMA/ionomycin-induced NF-kB luciferase reporter, luminescence; in the data active means inhibition above about 50%
TIM10 inh: TIM10 yeast growth inhibition; S. cerevisiae TIM10 strain growth, BacTiter-Glo luminescence, 24 h; inhibition, % at 10 µM; hit rate 1.4% among 330,000; AID 463195;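 active means inhibition of 40% or more at the single tested concentration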;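 further: wild-type TIM10 isogenic control strain grown at permissive 25 °C; 0% = DMSO yeast wells and 100% = minimal medium wells without yeast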
XBP1 UPR activ: adaptive UPR (XBP1) activation; CHO-XBP1 luciferase reporter, IRE1-XBP1 UPR activation, luminescence; percent of tunicamycin response, DMSO as zero; activation, % at 20 µM; hit rate 0.33% among 330,000;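 active means versus positive control, 20 µM dose yields 30% or more activation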;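 further: 100% = tunicamycin at 10 µg/mL and 0% = DMSO only wells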
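Material: IRE1-XBP1 luciferase reporter CHO line / Quantity: one thousand reporter cells per well / Buffer or medium: F12 with 10% serum / Compound: 20 µM single concentration, DMSO 1% / Times: 6 h treatment, 37 °C / Detection: Steady-Glo luciferase glow luminescence, 10 min after reagent addition / Benchmarks: tunicamycin high, DMSO low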
697 NFkB inh: inhibitors of the PMA/ionomycin-induced NF-kB reporter in 697 B cells; 697 B-cell NF-kB luciferase reporter, 16 h; inhibition, % at 4 µM; hit rate 0.33% among 330,000; in the data active means inhibition above about 35%
* hit, by the source's call.

SMILES | tim10-1 inh | tim23-1 inh | UPR CHOP act | Mdm2-MdmX inh | Jurkat NFkB inh | TIM10 inh | XBP1 UPR activ | 697 NFkB inh
O=C(COc1ccc2oc(-c3ccco3)cc(=O)c2c1)N1CCCCC1 | -2 | 14 | 0.2 | -20 | -19 | 7 | -1 | -11
CC[N+](CC)(CC)C/C=C/CN1CCCCC1 | 2 | 2 | -0.2 | 5 | -9 | -1 | 0 | 5
Cc1ccc(-c2sc(-c3ccccc3)nc2CC(=O)Nc2ccccc2F)cc1 | -1 | 17 | 0.3 | 52* | 12 | 13 | -1 | -6
C(=N\n1cnnc1)/c1cccn1-c1ccccc1 | 9 | 12 | -2.3 | 4 | 3 | -3 | 0 | 14
Fc1ccc(-c2nnc3ccc(N4CCCC4)nn23)cc1 | 36 | 24 | -0.2 | 5 | 5 | 16 | 5 | 9
CCOC(=O)c1ccc(S(=O)(=O)N2CCN(C(=O)C3CSC4(C)CCC(=O)N34)CC2)cc1 (stereo not drawn) | -5 | 10 | -0.1 | 14 | 18 | 9 | -2 | 9
CCC(C)(C)n1nnnc1C(c1cccnc1)N1CCCc2ccccc21 (stereo not drawn) | 38 | 35 | 0.2 | -1 | 3 | 40* | 1 | 7
Cc1cc(Nc2cc(C(=O)O)ccc2C)n2ncnc2n1 | -7 | 0 | -0.3 | 3 | -3 | 3 | -1 | 10
CCOC(=O)c1sc2nc(-c3ccccc3)ccc2c1N | 14 | 6 | 3.4 | -135 | -296 | 1 | -1 | -336
CC(=O)N1CCc2cc(S(=O)(=O)C(C)CC(=O)Nc3ccc(OC(F)(F)F)cc3)ccc21 (stereo not drawn) | 1 | 13 | 1.0 | -9 | -14 | 4 | -4 | -34
Cc1ccc(C(=O)Nc2nn(C)c3cccc(F)c23)cc1 | -11 | 19 | 1.2 | 12 | -4 | -2 | 5 | 6
COc1ccc(C(=O)Nc2ccc(NC(=O)Cc3ccccc3)cn2)cc1 | 9 | 2 | 1.2 | -16 | -2 | -9 | 1 | 8
Cc1ccnc(NC(=O)Cn2cc([N+](=O)[O-])cn2)c1 | 8 | 15 | 3.4 | 19 | -52 | -7 | 3 | -17
CCc1ccc(C(=O)NNC(=O)C2CCN(c3ncnc4sc(C)c(C)c34)CC2)cc1 | 2 | 13 | 0.8 | 35 | 22 | 14 | -3 | 5
Cc1c(C(=O)C(=O)NCCc2ccc(S(N)(=O)=O)cc2)c2ccccc2n1C | -4 | -10 | -0.6 | 3 | 5 | 3 | -2 | 16
CCc1ccc(OC(=O)Cc2ccc(OC)c(S(=O)(=O)N3CCOCC3)c2)cc1 | 9 | 21 | -3.6 | 36 | 17 | 15 | -3 | 13
COc1ccc(S(=O)(=O)N2CCC(C(=O)NCc3ccco3)CC2)cc1C | -1 | 3 | 0.7 | 5 | -5 | -18 | -1 | 5
CCC(C)(C)n1nnnc1C(c1cc2ccc(OC)cc2[nH]c1=O)N1CCCCC1 (stereo not drawn) | 24 | 30 | 0.7 | 4 | 0 | 33 | -1 | 21
Cc1cc(NC(=O)CC(F)(F)F)n(-c2ccccc2)n1 | -2 | 16 | 0.5 | -10 | 3 | -2 | 1 | -16
CN(C)CCNC(=O)c1cc2c(s1)-c1ccccc1OC2 | 17 | 21 | 3.7 | -4 | -21 | 14 | -2 | -12
NS(=O)(=O)c1cccc(NC(=O)c2cncc(Br)c2)c1 | 5 | 10 | 0.2 | 12 | -12 | 4 | -2 | -11
Cc1cc(=O)n2nc(N3CCCC(C(=O)NCc4cccc(Br)c4)C3)sc2n1 (stereo not drawn) | -10 | 0 | -2.8 | 13 | 1 | -1 | 0 | -5
COC(=O)C1C(c2ccccc2)C(C(=O)OCc2ccco2)C1c1ccccc1 (stereo not drawn) | 37 | 28 | 0.1 | -4 | 5 | 12 | 4 | 26
Cc1ccc(C(=O)CSc2nnc(CNc3ccc(C)cc3C)o2)cc1 | 26 | 21 | 0.0 | 15 | 5 | 14 | 4 | 14
CS(=O)(=O)N1CCC(C(=O)NCc2ccncc2)CC1 | 15 | 8 | -1.0 | 31 | 1 | -17 | -2 | 7

Four structures from above, ordered by SMILES length, lowest first.
SMILES | tim10-1 inh | tim23-1 inh | UPR CHOP act | Mdm2-MdmX inh | Jurkat NFkB inh | TIM10 inh | XBP1 UPR activ | 697 NFkB inh
CCC(C)(C)n1nnnc1C(c1cccnc1)N1CCCc2ccccc21 (stereo not drawn) | 38 | 35 | 0.2 | -1 | 3 | 40* | 1 | 7
COc1ccc(C(=O)Nc2ccc(NC(=O)Cc3ccccc3)cn2)cc1 | 9 | 2 | 1.2 | -16 | -2 | -9 | 1 | 8
Cc1ccc(-c2sc(-c3ccccc3)nc2CC(=O)Nc2ccccc2F)cc1 | -1 | 17 | 0.3 | 52* | 12 | 13 | -1 | -6
CC(=O)N1CCc2cc(S(=O)(=O)C(C)CC(=O)Nc3ccc(OC(F)(F)F)cc3)ccc21 (stereo not drawn) | 1 | 13 | 1.0 | -9 | -14 | 4 | -4 | -34

Three of the compounds above, in markdown.
| Structure | tim10-1 inh | tim23-1 inh | UPR CHOP act | Mdm2-MdmX inh | Jurkat NFkB inh | TIM10 inh | XBP1 UPR activ | 697 NFkB inh |
| --- | --- | --- | --- | --- | --- | --- | --- | --- |
| Cc1ccc(-c2sc(-c3ccccc3)nc2CC(=O)Nc2ccccc2F)cc1 | -1 | 17 | 0.3 | 52* | 12 | 13 | -1 | -6 |
| C(=N\n1cnnc1)/c1cccn1-c1ccccc1 | 9 | 12 | -2.3 | 4 | 3 | -3 | 0 | 14 |
| Fc1ccc(-c2nnc3ccc(N4CCCC4)nn23)cc1 | 36 | 24 | -0.2 | 5 | 5 | 16 | 5 | 9 |

The list continues:
SMILES | tim10-1 inh | tim23-1 inh | UPR CHOP act | Mdm2-MdmX inh | Jurkat NFkB inh | TIM10 inh | XBP1 UPR activ | 697 NFkB inh
CCCCNC(=O)CNC(=S)N(Cc1ccccc1)Cc1cccnc1 | 11 | 4 | 1.5 | -15 | -11 | 5 | 0 | 12
O=C1CN(C(=O)COC(=O)c2oc3ccccc3c2COc2ccccc2)c2ccccc2N1 | -5 | -1 | -0.7 | 7 | 15 | 13 | 0 | -11
COc1ccc(C(=O)OCc2c(C)noc2C)cc1 | -39 | -7 | -1.0 | 7 | -2 | -29 | 1 | -5
CS(=O)(=O)N1CCCC(C(=O)NCc2ccccc2Cl)C1 (stereo not drawn) | 7 | 0 | 0.0 | 10 | 12 | 0 | 2 | 3
O=C(Cn1c(NCCO)nc2ccccc21)c1ccc(Cl)cc1 | 0 | 6 | -0.7 | -11 | 7 | -6 | -2 | -14
Cc1ccc(N2C(=O)N(CC(=O)N3c4ccccc4CC3C)C(=O)C2C)cc1 (stereo not drawn) | 6 | 34 | 0.4 | 6 | 14 | 0 | -2 | -10
Cc1ccc(OCCSc2nc3ccccc3n2CC(=O)O)c(C(C)C)c1 | 12 | 6 | -1.7 | 6 | 13 | 7 | -2 | -18
Cc1ccc(NC(=O)CSc2nc3c(c(=O)[nH]2)CN(Cc2ccc(F)cc2)CC3)cc1C | -13 | -2 | -0.4 | -27 | -8 | 6 | -2 | 11
O=C(N/N=C/c1ccc(N2CCOCC2)o1)c1cccc(F)c1 | -4 | 10 | 2.0 | -2 | -2 | 0 | -3 | 4
COc1ccc(C=O)cc1CN1CCCN(Cc2ccccc2F)S1(=O)=O | 14 | 22 | -1.3 | 18 | 18 | 11 | 0 | 6
C/C=C/c1ccc(OCC(=O)Nc2cc(OC)c(OC)c(OC)c2)c(OC)c1 | 28 | 21 | -0.4 | 13 | 9 | 16 | -1 | -15
Cc1cccc(NC(=O)CCN2CCC(C)CC2)c1 | 12 | 7 | 2.0 | 12 | 21 | 0 | -1 | 7
N/C(=N\N=C\c1ccco1)SC1CC(=O)N(c2ccc(C(=O)O)cc2)C1=O (stereo not drawn) | -4 | 17 | -1.3 | 1 | -6 | 3 | 1 | -26
NS(=O)(=O)c1ccc(CCNC(=O)CN2CCN(Cc3cccc(C(F)(F)F)c3)CC2)cc1 | -13 | -1 | 0.5 | -12 | 11 | 8 | -4 | -7
O=C(Nc1ccccc1C(=O)NCC1CCCO1)c1ccccc1 (stereo not drawn) | -4 | -5 | -1.2 | 11 | 2 | -4 | 4 | -26
COc1ccc(C(=O)N/C(=C\c2cn(S(=O)(=O)N(C)C)c3ccccc23)C(=O)NCCCN2CCOCC2)cc1 | 8 | -9 | 1.4 | 22 | 0 | 3 | 0 | 7
O=C(COc1ncnc2scc(-c3ccccc3)c12)NCCN1C(=O)CSC1=O | 3 | 8 | 0.5 | 6 | 1 | -3 | -1 | 11
COC(=O)COc1ccc(/C=N/NC(=O)CN(c2ccccc2OC)S(=O)(=O)c2ccccc2)cc1 | 20 | 17 | 3.3 | 6 | 7 | 20 | -5 | 6
COC(=O)Nc1nnc(Cc2ccc(OC)cc2)s1 | 13 | 12 | 0.5 | -37 | -13 | 20 | 4 | -29
CCC(CC)c1nnc(NC(=O)CS(=O)(=O)Cc2ccccc2)s1 | 12 | 6 | 0.2 | 24 | 4 | -3 | -2 | -41
CC/C=C/C(=O)N1CC2(CC(c3cccc(NC(=O)COc4ccc(Cl)cc4)c3)=NO2)C[C@H]1C(N)=O (stereo partly drawn) | -1 | 8 | 0.8 | -7 | 8 | 5 | 0 | -9
COc1cccc(CNC(=O)c2cccnc2Sc2ccccc2)c1 | 19 | 27 | 0.3 | 20 | 0 | 15 | 2 | -9
CC(C)(CCl)C(=O)Nc1ccc(OC(F)(F)F)cc1 | 23 | 16 | -0.9 | 3 | 0 | -1 | -2 | 9
COCCNC(=O)Cn1c(=O)n(CCCCCC(=O)Nc2ccccc2)c(=O)c2sccc21 | 8 | 3 | -0.4 | -15 | -12 | -6 | -1 | 15
CC(C)CCC(CC(C)O)c1n[nH]c(=S)n1-c1ccccc1 (stereo not drawn) | 20 | 4 | 0.2 | 4 | 1 | 11 | -3 | 9
Additional entries:
SMILES | tim10-1 inh | tim23-1 inh | UPR CHOP act | Mdm2-MdmX inh | Jurkat NFkB inh | TIM10 inh | XBP1 UPR activ | 697 NFkB inh
O=C(NCc1cccs1)C1CCCN1C(=O)Nc1ccccc1 (stereo not drawn) | 1 | 2 | -0.1 | 20 | 12 | -14 | 2 | -1
Cc1cc(=O)oc2cc(OC(C)C(=O)NCC3CCC(C(=O)O)CC3)ccc12 (stereo not drawn) | -2 | 1 | 0.3 | 6 | -15 | -2 | -2 | -3
CCC1(C(=O)OC)NC(c2ccccc2OC)C2C(=O)N(C)C(=O)C21 (stereo not drawn) | 6 | 3 | -1.6 | -5 | -1 | -25 | -1 | 9
COc1ccccc1-n1cnnc1SCC(=O)Nc1cccnc1Cl | 18 | 19 | -2.1 | -9 | -14 | 1 | 0 | 0
COc1cc(C=O)ccc1OCC(=O)Nc1ccc2c(c1)OCO2 | 2 | 7 | 3.4 | -16 | -13 | 4 | -6 | 5
COc1ccc(C(=S)NC2CCCCC2)cc1 | 15 | 17 | 1.5 | -11 | -22 | 7 | 1 | -15

Sorted by value in XBP1 UPR activ (highest first): 6 of the compounds above
Molecule | tim10-1 inh | Mdm2-MdmX inh | Jurkat NFkB inh | XBP1 UPR activ | 697 NFkB inh
O=C(NCc1cccs1)C1CCCN1C(=O)Nc1ccccc1 (stereo not drawn) | 1 | 20 | 12 | 2 | -1
COc1ccc(C(=S)NC2CCCCC2)cc1 | 15 | -11 | -22 | 1 | -15
COc1ccccc1-n1cnnc1SCC(=O)Nc1cccnc1Cl | 18 | -9 | -14 | 0 | 0
CCC1(C(=O)OC)NC(c2ccccc2OC)C2C(=O)N(C)C(=O)C21 (stereo not drawn) | 6 | -5 | -1 | -1 | 9
Cc1cc(=O)oc2cc(OC(C)C(=O)NCC3CCC(C(=O)O)CC3)ccc12 (stereo not drawn) | -2 | 6 | -15 | -2 | -3
COc1cc(C=O)ccc1OCC(=O)Nc1ccc2c(c1)OCO2 | 2 | -16 | -13 | -6 | 5
